Gli-Sufu block: Gli-Sufu pathway antagonism; Sufu-KO-LIGHT fibroblasts, Gli luciferase reporter luminescence; inhibition, % at 5 µM; 0.74% of 340,000 active; AID 588413;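 active means inhibition above about 55%, limit read from the data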;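 further: 0% = DMSO-treated cells and 100% = wells with medium but no cells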
UBC13 polyUb: blocks human UBC13 polyubiquitin chain formation. P61088. TR-FRET. inhibition, % at 20 µM. 0.47% of 330,000 active. AID 485273; in the data active means inhibition above about 45%, passing the limit was not always enough
Target sequence (P61088 whole entry, looked up): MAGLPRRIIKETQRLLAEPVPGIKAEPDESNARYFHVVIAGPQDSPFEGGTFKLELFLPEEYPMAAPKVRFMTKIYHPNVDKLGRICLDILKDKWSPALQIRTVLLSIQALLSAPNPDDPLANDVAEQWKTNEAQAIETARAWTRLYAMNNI
ATG4B inh: blocks human ATG4B protease cleavage of LC3 substrate; Q9Y4P1; AID 504462; 0.51% of 340,000 active; inhibition, % at 8.33 µM; ATG4B cleavage of LC3-PLA2, NBD-HPC fluorescence, 1 h; in the data active means inhibition above about 40%
Target sequence (Q9Y4P1 whole entry, looked up): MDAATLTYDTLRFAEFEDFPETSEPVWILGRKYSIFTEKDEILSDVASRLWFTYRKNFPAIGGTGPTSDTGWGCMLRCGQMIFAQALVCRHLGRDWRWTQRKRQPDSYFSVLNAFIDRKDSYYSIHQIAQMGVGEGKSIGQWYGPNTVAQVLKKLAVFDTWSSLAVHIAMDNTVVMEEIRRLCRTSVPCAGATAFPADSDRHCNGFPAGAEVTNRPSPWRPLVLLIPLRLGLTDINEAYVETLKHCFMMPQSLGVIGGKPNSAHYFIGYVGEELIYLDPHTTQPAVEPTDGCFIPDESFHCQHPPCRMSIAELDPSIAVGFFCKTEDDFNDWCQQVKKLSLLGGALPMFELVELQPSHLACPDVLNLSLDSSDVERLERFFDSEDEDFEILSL
APJ ag: activates the human apelin receptor APJ; activation, % at 20 µM; CHO-K1 APJ PathHunter beta-arrestin, luminescence; 0% DMSO wells, 100% apelin; 0.11% of 330,000 active;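 active means activation more than six SD over the plate average, tested at 20 µM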;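 further: 0% = DMSO alone and 100% = apelin-13 at 10 nM; some results filed as inactive read as strong as hits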
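Assay system – PathHunter CHO-K1 APJ (AGTRL-1) beta-arrestin reporter cells · Compound – one dose, 20 µM compound, 1% DMSO · Timing – compound 90 min 25 °C, reagent 1 h · Measured by – luminescence from split beta-galactosidase complementation, Galacton Star/Emerald II substrate · Measure – beta-arrestin recruitment to APJ as agonist activity, luminescent signal · Benchmarks – DMSO vs Apelin-13 10 nM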
CCR6 antag: blocks CCL20-driven beta-arrestin recruitment at human CCR6; CHO-K1 CCR6 PathHunter beta-arrestin, luminescence, CCL20-stimulated; AID 493098; 0.49% of 340,000 active; P51684; inhibition, % at 20 µM;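 active means compounds whose inhibition of the agonist-driven luminescence signal at 20 µM reaches about 50%, limit read from the data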;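 further: cells stimulated with CCL20 at 14 nM final; plate controls were DMSO with CCL20 for no effect and DMSO without agonist for full effect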
EBI2 block: blocks human EBI2 receptor beta-arrestin signaling; EBI2 beta-arrestin recruitment, luminescence, 7a,25-OHC stimulated; inhibition, % at 5 µM; 0.81% of 360,000 active; AID 651636; in the data active means inhibition above about 38%;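 further: enzyme fragment complementation signal reports receptor beta-arrestin coupling in cells; 0% = agonist plus DMSO wells and 100% = wells without agonist; some results beyond the cut were filed as inactive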
CXCR6 inh: blocks human CXCR6 beta-arrestin recruitment | CHO-K1 PathHunter CXCR6 beta-arrestin, luminescence | O00574 | AID 602244 | 0.36% of 360,000 active | inhibition, % at 20 µM; in the data active means inhibition above about 34%, passing the limit was not always enough;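 further: antagonist mode with CXCL16 agonist at 10 nM final; 0% = 10 nM CXCL16 with DMSO and 100% = unstimulated wells without agonist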
Target sequence (O00574 whole entry, looked up): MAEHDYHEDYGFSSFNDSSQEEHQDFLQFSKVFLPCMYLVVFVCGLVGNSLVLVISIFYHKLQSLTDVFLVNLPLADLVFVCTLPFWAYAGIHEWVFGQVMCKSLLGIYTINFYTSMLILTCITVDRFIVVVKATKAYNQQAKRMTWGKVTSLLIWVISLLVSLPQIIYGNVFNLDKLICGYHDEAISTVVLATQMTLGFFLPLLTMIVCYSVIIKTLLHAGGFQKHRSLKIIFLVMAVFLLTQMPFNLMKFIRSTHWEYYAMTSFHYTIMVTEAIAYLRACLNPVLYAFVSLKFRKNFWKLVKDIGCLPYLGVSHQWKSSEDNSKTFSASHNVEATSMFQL
APJ antagonist: antagonists of human APJ apelin receptor; P35414; CHO-K1 APJ beta-arrestin complementation, luminescence; inhibition, % at 20 µM; 0.32% of 330,000 active; AID 2521;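 active means inhibition above about 40% at 20 µM, limit read from the data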;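 further: cells challenged with 10 nM apelin-13 agonist together with compound; plate controls were apelin-13 plus DMSO wells for no effect and DMSO wells lacking apelin-13 for full effect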
Numbers without * were called inactive; . = no result given. An unsorted share of the library; overall some 3% were active at least once.

SMILES	Gli-Sufu block	UBC13 polyUb	ATG4B inh	APJ ag	CCR6 antag	EBI2 block	CXCR6 inh	APJ antagonist
Cc1ccc2nc(/C(C#N)=C\c3cc(C)n(-c4cccc([N+](=O)[O-])c4)c3C)[nH]c2c1	3	-27	39	1	17	28	3	-43
Cc1ccc(-n2c(N)c(-c3nc4ccccc4n3C)sc2=S)cc1	-34	7	5	-2	3	21	5	17
COc1cc(C)c(NC(=O)Cc2ccsc2)cc1OC	1	5	0	2	19	5	-2	-3
O=C(NNc1c2ccccc2nc2ccccc12)c1cccc(O)c1	-7	-266	-12	-1	60*	1	24	27
CC(C)c1cccc(O)c(=O)c1	-3	9	-4	-2	15	1	-1	-82
CC(C)CC(O)C1CCN(C(=O)CCc2nnc(-c3ccc4c(c3)OCO4)o2)CC1 (stereo not drawn)	-6	-3	7	1	8	-4	3	20
Cc1cc(NC(=O)c2cc(C)on2)n(-c2ccccc2)n1	-1	6	-2	-2	1	0	-6	-2
O=C(CCS(=O)(=O)c1cc2c(cc1Cl)NC(=O)CO2)NCc1ccc(F)cc1	0	4	-3	1	9	-3	0	-61
O=C(Nc1ccccn1)c1ccc(Cl)c(S(=O)(=O)N2CCOCC2)c1	2	0	5	1	13	9	-2	-6
O=c1/c(=C/c2ccco2)sc2n1CN(c1ccccc1)CN=2	0	-6	-7	2	1	0	4	4

6 consecutive entries from above:
SMILES	Gli-Sufu block	UBC13 polyUb	ATG4B inh	APJ ag	CCR6 antag	EBI2 block	CXCR6 inh	APJ antagonist
CC(C)c1cccc(O)c(=O)c1	-3	9	-4	-2	15	1	-1	-82
CC(C)CC(O)C1CCN(C(=O)CCc2nnc(-c3ccc4c(c3)OCO4)o2)CC1 (stereo not drawn)	-6	-3	7	1	8	-4	3	20
Cc1cc(NC(=O)c2cc(C)on2)n(-c2ccccc2)n1	-1	6	-2	-2	1	0	-6	-2
O=C(CCS(=O)(=O)c1cc2c(cc1Cl)NC(=O)CO2)NCc1ccc(F)cc1	0	4	-3	1	9	-3	0	-61
O=C(Nc1ccccn1)c1ccc(Cl)c(S(=O)(=O)N2CCOCC2)c1	2	0	5	1	13	9	-2	-6
O=c1/c(=C/c2ccco2)sc2n1CN(c1ccccc1)CN=2	0	-6	-7	2	1	0	4	4

The list goes on:
SMILES	Gli-Sufu block	UBC13 polyUb	ATG4B inh	APJ ag	CCR6 antag	EBI2 block	CXCR6 inh	APJ antagonist
COC(=O)c1c(-c2ccccc2)csc1NC(=O)C1CC=CCC1C(=O)O (stereo not drawn)	-6	4	-1	-2	3	7	-1	3
Cc1ccc(CNC(=O)CC2Sc3ccccc3NC2=O)cc1 (stereo not drawn)	-3	8	-8	-2	8	12	2	3
O=C(Nc1cccc2ccccc12)N(CCO)C1CCS(=O)(=O)C1 (stereo not drawn)	-3	14	-6	-1	7	-4	-5	-5
Cc1nn(-c2ccccc2)c2c1CC(=O)Nc1ccccc1-2	40	.	5	.	5	-18	5	.
CCO[C@H]1OC(C(=O)N2CCCCCCC2)=C[C@@H](c2coc3ccccc3c2=O)[C@@H]1CCCO	6	-3	3	6	-3	0	3	15
O=C(O)CC/C(=N/NC(=O)c1cccs1)c1ccccc1	-10	-6	1	-5	-18	-13	-10	3
C=CCNc1cc(=O)n(Cc2ccccc2)c(=O)[nH]1	5	3	-7	0	10	3	7	9
O=C(CCNC(=O)c1ccc([N+](=O)[O-])cc1)NCCC1=CCCCC1	7	-1	-12	3	-10	9	1	-8
Cc1cccc2cc(CN(Cc3nnnn3Cc3ccco3)C3CCCC3)c3nnnn3c12	14	-2	-7	-5	11	12	6	-13
COc1ccc(OCC(O)CN2CCN(CC(O)COc3ccc(OC)cc3)CC2)cc1 (stereo not drawn)	12	-3	-9	-1	6	18	-7	22
O=C(O)CCCC(=O)Nc1ccc(Cl)cc1	4	-2	-10	-2	2	-3	0	2
O=C1CCC([N+](=O)[O-])C(c2cccc([N+](=O)[O-])c2)N1 (stereo not drawn)	-1	1	-10	1	-15	-8	-4	-20
O=C(/C=C/c1ccco1)N(Cc1ccccc1F)C1CCS(=O)(=O)C1 (stereo not drawn)	1	-7	3	1	0	-11	2	6
Cc1cc(-c2ccccc2)nc(N2CCC(C(=O)NC34CC5CC(CC(C5)C3)C4)CC2)n1	-4	24	-12	3	2	10	-1	-10
CCCCOC(=O)CCN1C(=O)/C(=C2\SC(=S)N(CCC(=O)OCCCC)C2=O)SC1=S	1	-19	3	3	15	-11	-3	-26
COc1ccccc1CCNC(=O)CC1C(=O)NCCN1CCCc1ccccc1 (stereo not drawn)	-7	3	-4	2	0	-8	-2	5
O=C(NNC(=S)Nc1ccc(F)cc1F)c1ccco1	-19	-3	-4	-4	20	1	12	10
CCCCN(C)C(=O)C1CCN(Cc2cccc(OCc3ccccc3)c2)CC1	41	0	3	-4	3	22	11	16
CC(=O)C1=C(NC(=O)c2ccc(F)cc2)CC2C1C2(C)C (stereo not drawn)	-2	0	2	1	5	4	-9	8
O=C(Oc1cccc(/C=N/Nc2nc(Nc3ccccc3)nc(N3CCOCC3)n2)c1)c1ccco1	19	1	-22	-1	13	-14	3	-6
COc1ccccc1C(=O)NC1CCN(C(=O)Nc2ccc(C)cc2)CC1	6	0	13	0	4	-2	-12	-27
CN(C(=O)c1cccc(NC(=O)Cc2ccc(NC(=O)C3CCCN(C(=O)CCc4ccccc4)C3)cc2)c1)C1CCCC1 (stereo not drawn)	18	.	-13	.	8	9	7	.
CCOc1ccccc1N1C(=O)CC(Sc2nccc(C)n2)C1=O (stereo not drawn)	0	4	2	-1	-2	-4	-10	4
OC(Cn1nnc2ccccc21)Cn1c(C(F)(F)F)nc2ccccc21 (stereo not drawn)	2	1	-3	0	23	9	-6	-17
Cc1ccc(N2C(=O)CC(Sc3nccc(C)n3)C2=O)cc1 (stereo not drawn)	-4	-6	-4	0	6	2	-3	-2
O=c1c2ccccc2oc2nc3n(c(=O)c12)CCCS3	-3	1	0	4	4	0	3	-15
Cc1cc(OCc2cc(C(=O)NCc3cc(C(C)C)no3)no2)cc(C)c1Cl	-85	-11	1	-10	-13	18	-7	-21
CCC(NC(=O)c1cccc(Cn2cc([N+](=O)[O-])cn2)c1)c1ccc(C(C)C)cc1 (stereo not drawn)	-9	-1	-6	1	7	14	9	-7
Cc1ccc(C)c(CN2C(=O)COc3ccc(C(=O)c4ccccc4C(=O)O)cc32)c1	53	-3	-10	-3	22	10	4	-5
CC(C)NCC(O)COC1C2CC3CC(C2)CC1C3 (stereo not drawn)	11	-1	-2	-3	6	-6	-1	-9
CCOP(=O)(OCC)C(NC(=O)c1cc([N+](=O)[O-])cc([N+](=O)[O-])c1)C(F)(F)F (stereo not drawn)	-5	-3	-7	1	-8	1	-14	-45
C=CCn1c(=S)sc2c(=O)[nH]cnc21	-2	-7	-2	1	-4	-1	5	7
O=C(CSc1nc2ncc(Cl)cc2[nH]1)NC1CCS(=O)(=O)C1 (stereo not drawn)	3	-6	-1	0	-10	-2	-7	1
CS(=O)(=O)N1CCN(c2ccc(NC(=O)c3ccc(Br)o3)cc2)CC1	-64	-3	-12	-2	2	7	0	-10
CC(C)Oc1ccc(C(=O)N/N=C/c2ccc(-c3ccc(S(=O)(=O)Nc4ncccn4)cc3)o2)cc1	3	-7	3	-4	22	-4	7	6
CCCCN(C(=O)Cn1nnc2ccccc21)C(C(=O)NCCOC)c1ccc(OC)cc1OC (stereo not drawn)	2	6	-2	-1	-4	-1	1	-11
Cc1nc2cc(NC(=O)N3CC4(C)CC3CC(C)(C)C4)ccc2n1C (stereo not drawn)	6	-2	-9	-2	-11	-5	4	12
COc1ccccc1NC(=S)NC(=O)/C=C/c1cccs1	-6	9	3	-2	7	-1	10	13
COc1cccc(CN2C(=O)CN(C3CCCCC3)C(=O)C2c2ccc(F)cc2)c1 (stereo not drawn)	4	2	7	-2	12	10	0	-20
O=C(C1CC1)N1N=C(c2ccc(Cl)cc2)CC1(O)C(F)(F)F (stereo not drawn)	-1	1	-5	-1	12	-2	3	3
CCC1CCCCN1C(=O)Cn1c(=O)n(CCC(=O)NCc2ccco2)c(=O)c2sccc21 (stereo not drawn)	-21	5	5	-5	9	-2	4	10
O=C(/C=C/c1ccccc1)N(Cc1cccc(Cl)c1)C1CCS(=O)(=O)C1 (stereo not drawn)	-30	1	-7	-1	10	9	0	-13
COC(=O)c1[nH]c2ccc(Br)cc2c1NC(=O)CN1CCN(C2CCCCC2)CC1	16	13	-17	1	17	-10	-9	6
O=C(CSc1nncc(=O)[nH]1)Nc1cccc([N+](=O)[O-])c1	13	-2	-12	6	6	-1	-4	11
O=C1C(C=NCc2cccnc2)=C(O)c2ccccc21	-31	.	2	.	9	2	6	.
Cc1ccc(C(=O)NC2CCCc3ccccc32)o1 (stereo not drawn)	1	8	2	-1	-8	-11	-8	-3
CC(=O)c1ccccc1-c1csc2ncnc(Sc3nnnn3C)c12	35	5	4	-5	-3	34	3	0
Cc1ccc(C)c(NC(=O)CCN2C(=O)[C@@H]3Cc4ccccc4CN3C2=O)c1	22	-5	-2	3	0	1	4	-16
[O-]c1n[n+](-c2ccc(Cl)cc2Cl)cc2ccccc12	1	1	0	-3	9	5	-2	0
Cc1cc2cc(CN(Cc3ccco3)S(=O)(=O)c3c(C)ccc4nsnc34)c(=O)[nH]c2cc1C	0	9	21	0	1	19	3	6

(next part)
SMILES	Gli-Sufu block	UBC13 polyUb	ATG4B inh	APJ ag	CCR6 antag	EBI2 block	CXCR6 inh	APJ antagonist
COc1ccc(C2C(C(C)=O)=C(O)C(=O)N2CCO)c(OC)c1 (stereo not drawn)	2	-6	4	-3	0	4	2	18
CCN(CC)C(=O)N1c2ccccc2CC(N(CC)CC)c2ccccc21 (stereo not drawn)	-2	-4	3	-5	18	4	10	23
CCOc1ccc(C2C3=C(CC(C)(C)CC3=O)N(CC(=O)O)C3=C2C(=O)CC(C)(C)C3)cc1OCC	30	-22	-5	0	10	0	-21	6
COc1ccc(NC(=O)CSc2nnnn2-c2ccccc2F)cc1	-3	0	-5	-2	9	-1	-13	-4
CC(Oc1ccc(Cl)cc1Cl)C(=O)Nc1ccc(O)cc1 (stereo not drawn)	11	5	-12	0	-14	10	5	-21
Cc1sc2ncn(CC(=O)NCC(=O)N(C)C3CCCCC3)c(=O)c2c1C	-3	-7	-7	1	6	-7	5	-14
COc1ccc(-c2cc(CCCC(=O)NCCc3ccccc3)no2)cc1	1	-11	7	-8	1	21	-1	-13
CCOC(=O)CSc1c(-c2ccccc2)c2cc(Cl)ccc2[nH]c1=O	9	-6	-15	1	17	-6	-2	8
O=C(O)Cc1sc(-c2ccccc2Cl)nc1-c1ccccc1	-5	-4	-1	-6	10	-12	0	11
CCc1cc2c(=O)n3c(nc2s1)-c1[nH]c2ccc(OC)cc2c1CC3	-50	3	6	3	6	-5	-9	-6
CCN(CC)S(=O)(=O)c1ccc(OCC(=O)NC2CCS(=O)(=O)C2)c([N+](=O)[O-])c1 (stereo not drawn)	-3	-6	-8	-2	-8	7	-15	-13
COc1cc(NC(=O)c2cc3c(=O)n(C)c4ccccc4c3n2C)cc(OC)c1OC	6	13	0	-5	-17	-10	-2	6
COc1ccccc1-c1n[nH]c(=S)n1-c1ccccc1	8	9	-5	5	-1	0	4	0
CC1CCN(CCCNC(=O)c2ccc(CS(=O)(=O)Cc3ccccc3F)o2)CC1	-8	.	-4	.	3	8	-6	.
CCOC(=O)c1c(NC(=O)c2ccc(N3C(=O)C4C5C=CC(C5)C4C3=O)cc2)sc2c1CCCC2 (stereo not drawn)	19	29	-6	-4	-2	19	8	-2
CC(C)(C)C(=O)Nc1ccccc1C(=O)Nc1cccnc1	8	-1	7	-4	5	-5	-2	14
O=C1CC2(CCN(C(=O)c3ccc(F)c(F)c3)CC2)Oc2ccccc21	-2	-2	3	8	7	14	4	4
Cc1occc1-c1nnc(SCC(=O)Nc2nccs2)n1Cc1ccco1	-3	-2	-3	3	0	-3	-5	11

From PubChem
